# PAFAH1B2 FP inh – inhibitors of human PAFAH1B2; AID 492953; P68402; inhibition, % at 3.39 µM; hit rate 1.2% among 340,000; recombinant PAFAH1B2, FP-rhodamine activity probe, fluorescence polarization;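 active means inhibition above the mean of all tested compounds plus 3 SD, cut at about 24% in these data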;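 further: 0% = enzyme with DMSO and 100% = wells lacking PAFAH1B2; many of its hits are not listed in these tables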
# PAFAH1B3 FP inh – blocks human PAF acetylhydrolase 1B catalytic subunit 3 | Q15102 | recombinant PAFAH1B3, FP-rhodamine probe, fluorescence polarization | inhibition, % at 3.39 µM | hit rate 0.28% among 340,000 | AID 492972;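 active means inhibition above the screen-wide average of all tested compounds plus 3 SD, cut at about 25% in these data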;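 further: 0% = enzyme with DMSO only and 100% = wells lacking PAFAH1B3 protein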
# Target sequence (Q15102 whole entry, looked up): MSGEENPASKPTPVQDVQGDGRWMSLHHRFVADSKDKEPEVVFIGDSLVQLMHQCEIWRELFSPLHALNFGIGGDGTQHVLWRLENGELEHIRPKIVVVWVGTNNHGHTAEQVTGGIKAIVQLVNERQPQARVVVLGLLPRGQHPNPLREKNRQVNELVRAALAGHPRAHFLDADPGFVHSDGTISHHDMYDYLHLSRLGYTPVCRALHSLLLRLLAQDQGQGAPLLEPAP
# PME-1 inh – PME-1 (human) inhibition; inhibition, % at 5.9 µM; recombinant PME-1, FP-Rh probe fluorescence polarization; hit rate 0.53% among 320,000; AID 2130;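 active means inhibition above the campaign mean of all compounds plus 3 SD, cut at about 26% in these data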;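 further: competitive labeling of PME-1 active site by serine hydrolase directed probe; 0% = PME-1 with DMSO and 100% = wells lacking PME-1 enzyme; inhibitors block probe labeling so polarization falls and inhibition rises; many of its hits are not listed in these tables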
# LYPLA1 inh – blocks human lysophospholipase 1, a PME1 counter-screen; hit rate 0.16% among 320,000; recombinant LYPLA1, FP-Rh probe fluorescence polarization; O75608; AID 2174; inhibition, % at 5.9 µM;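 active means inhibition above the mean of all tested compounds plus 3 SD, set per campaign, cut at about 14% in these data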;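 further: inhibitors block serine hydrolase probe labeling of LYPLA1 so polarization falls; 0% = enzyme with DMSO and 100% = wells lacking LYPLA1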
# Target sequence (O75608 whole entry, looked up): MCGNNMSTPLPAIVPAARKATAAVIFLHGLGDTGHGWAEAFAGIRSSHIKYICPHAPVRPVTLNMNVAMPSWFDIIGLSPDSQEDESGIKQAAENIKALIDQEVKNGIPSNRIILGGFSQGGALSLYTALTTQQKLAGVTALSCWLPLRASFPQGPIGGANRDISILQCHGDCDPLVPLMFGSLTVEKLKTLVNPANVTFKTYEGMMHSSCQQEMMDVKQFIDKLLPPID
# PAFAH2 inh – PAFAH2 (human) inhibition | Q99487 | recombinant PAFAH2, FP-rhodamine activity probe, fluorescence polarization | inhibition, % at 3.39 µM | hit rate 0.99% among 340,000 | AID 492956;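 active means inhibition above the mean over all tested compounds plus 3 SD, cut at about 30% in these data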;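 further: inhibitors block probe labeling of enzyme so polarization drops; 0% = enzyme with DMSO and 100% = wells lacking PAFAH2 protein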
# pPAFAH inh – pPAFAH (human) enzyme inhibition. recombinant pPAFAH, FP-rhodamine probe fluorescence polarization. inhibition, % at 3.39 µM. hit rate 1.5% among 330,000. AID 463082;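 active means inhibition above the mean inhibition across the screen plus 3 SD, cut at about 25% in these data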;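 further: inhibitors block binding of the rhodamine activity-based probe so polarization drops; 0% = enzyme with DMSO and 100% = wells lacking pPAFAH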
# Target sequence (Q13093 whole entry, looked up): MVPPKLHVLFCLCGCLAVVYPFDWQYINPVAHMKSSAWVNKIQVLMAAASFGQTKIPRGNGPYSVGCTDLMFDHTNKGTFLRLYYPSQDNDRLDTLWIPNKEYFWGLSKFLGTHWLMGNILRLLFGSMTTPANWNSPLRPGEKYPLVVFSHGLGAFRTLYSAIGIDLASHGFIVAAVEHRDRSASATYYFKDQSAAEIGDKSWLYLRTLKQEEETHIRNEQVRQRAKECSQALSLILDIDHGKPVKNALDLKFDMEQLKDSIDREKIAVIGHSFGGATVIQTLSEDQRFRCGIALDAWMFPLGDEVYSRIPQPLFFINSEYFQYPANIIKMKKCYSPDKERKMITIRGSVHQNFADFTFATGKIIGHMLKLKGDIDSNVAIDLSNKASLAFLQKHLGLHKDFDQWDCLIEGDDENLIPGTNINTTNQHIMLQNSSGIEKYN
# GSTO1 inh – GSTO1 inhibition, counter-screen for RBBP9 inhibitors. P78417. recombinant GSTO1, activity-based probe fluorescence polarization. inhibition, % at 5.96 µM. hit rate 1.1% among 300,000. AID 1974;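 active means inhibition above the campaign mean inhibition plus 3 SD, cut at about 35% in these data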;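 further: 0% = GSTO1-1 with DMSO and 100% = wells lacking GSTO1-1 enzyme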
# PAD4 FP inh – inhibitors of human PAD4; Q9UM07; recombinant PAD4, RCA probe fluorescence polarization; inhibition, % at 6.36 µM; hit rate 0.41% among 330,000; AID 485272;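 active means percent inhibition above a cutoff equal to the mean of all tested compounds plus 3 SD, cut at about 15% in these data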;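 further: 0% = PAD4 with RCA probe and DMSO and 100% = probe without PAD4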
# LYPLA2 counter – blocks human lysophospholipase 2, a PME1 counter-screen; inhibition, % at 5.9 µM; hit rate 0.38% among 320,000; recombinant LYPLA2, FP-Rh probe fluorescence polarization;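 active means inhibition above the screen-wide mean plus 3 SD, limit set per campaign, cut at about 26% in these data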;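 further: 0% = LYPLA2 with DMSO and 100% = wells lacking LYPLA2 enzyme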
# An asterisk follows results filed as active; · = not tested or not shown. Not all compounds are listed; the hit share may differ from the screen's.
SMILES,PAFAH1B2 FP inh,PAFAH1B3 FP inh,PME-1 inh,LYPLA1 inh,PAFAH2 inh,pPAFAH inh,GSTO1 inh,PAD4 FP inh,LYPLA2 counter
COc1ccc(O)c(C(=O)c2cnc3c(c2)c(=O)[nH]c(=O)n3C)c1,5,3,3,-3,-5,2,3,0,-2
CC1CCCC(C)N1C(=O)COc1ccc(C(=O)Nc2ccccc2N2CCOCC2)cc1 (stereo not given),3,5,-3,-3,-3,3,-1,0,4
CCn1c(CC(=O)Nc2ccc(F)cc2)nnc1SCC(=O)N1CCOCC1,10,5,6,6,-2,4,4,-3,9
CCN(CC)CCNC(=O)c1ccc(Cl)c(S(=O)(=O)Nc2ccccc2OC)c1,-2,7,0,2,-5,1,0,-2,4
CCC1CCCCN1CCCNC(=O)c1ccc2c(c1)N(Cc1ccc(F)cc1)C(=O)c1ccccc1S2=O (stereo not given),0,1,-6,-4,0,-2,-2,1,-3
Cc1ccc(C)n1-c1ccc(-c2nnco2)cc1,1,2,-2,-1,3,6,1,0,-2
N#C/C(=C\c1c[nH]c2ccc(Br)cc12)c1ccccn1,4,11,16,-1,2,3,2,-2,3
CCOC(=O)CNc1cccc(C(F)(F)F)c1,6,1,-3,2,2,3,3,-2,3
COC(=O)c1sccc1NC(=O)c1c(-c2ccccc2)noc1C,1,5,1,2,0,4,-2,1,1
NC(=O)NC(=O)CSc1nc(C2CCCCC2)n(-c2ccccc2)n1,2,-1,-4,-1,-2,7,-6,0,-4
CN(CC(=O)Nc1ccc(Cl)c(C(F)(F)F)c1)C(=O)Cc1ccsc1,7,-1,-8,-6,11,5,-8,-5,-8
CC(C)=CCC[C@](C)(O[C@@H]1O[C@H](CO[C@@H]2OC[C@H](O[C@@H]3OC[C@@H](O)[C@H](O)[C@H]3O)[C@H](O)[C@H]2O)[C@@H](O)[C@H](O)[C@H]1O)C1CC[C@]2(C)C1[C@H](O)CC1[C@@]3(C)CC[C@H](O)C(C)(C)C3[C@@H](O)C[C@]12C (stereo not given in full),2,7,·,·,2,2,·,2,·
CC(C)NC(=O)N(C)C[C@H]1Oc2c(NC(=O)Nc3ccccc3)cccc2C(=O)N([C@H](C)CO)C[C@@H]1C,2,7,·,·,2,3,·,3,·
CC(=O)N1c2ccc(S(=O)(=O)N3CCCC(C(=O)Nc4cccc(F)c4)C3)cc2CC1C (stereo not given),2,7,-2,0,-1,2,3,0,0
O=C(Nc1ccon1)c1sc2cc(F)ccc2c1Cl,3,5,-8,3,4,1,8,-3,1
CC(=O)c1cnn(-c2c(Cl)cc(Cl)cc2Cl)c1C,8,4,-5,4,2,2,3,-2,5
Cc1ccc2c(c1)N(C(=O)CCC(=O)NCc1cccnc1)CCO2,-3,-1,4,0,-6,0,1,-2,-1
O=c1cc(NCc2ccccc2)nc2ccccn12,-1,9,0,-1,3,7,-4,5,-2
Cc1ccc(S(=O)(=O)CC2CSc3nc(N)cc(=O)n32)cc1 (stereo not given),4,5,4,-3,-2,6,-5,4,-5
O=C(COc1ccc(Br)cc1)N1CCCCCC1,5,7,-1,-1,3,0,-1,2,-1

# Sorted by length of the SMILES (lowest first): some entries from above
SMILES,PAFAH1B2 FP inh,PAFAH1B3 FP inh,PME-1 inh,LYPLA1 inh,PAFAH2 inh,pPAFAH inh,GSTO1 inh,PAD4 FP inh,LYPLA2 counter
O=C(COc1ccc(Br)cc1)N1CCCCCC1,5,7,-1,-1,3,0,-1,2,-1
Cc1ccc(C)n1-c1ccc(-c2nnco2)cc1,1,2,-2,-1,3,6,1,0,-2
O=C(Nc1ccon1)c1sc2cc(F)ccc2c1Cl,3,5,-8,3,4,1,8,-3,1
CC(=O)c1cnn(-c2c(Cl)cc(Cl)cc2Cl)c1C,8,4,-5,4,2,2,3,-2,5
N#C/C(=C\c1c[nH]c2ccc(Br)cc12)c1ccccn1,4,11,16,-1,2,3,2,-2,3
COC(=O)c1sccc1NC(=O)c1c(-c2ccccc2)noc1C,1,5,1,2,0,4,-2,1,1
Cc1ccc2c(c1)N(C(=O)CCC(=O)NCc1cccnc1)CCO2,-3,-1,4,0,-6,0,1,-2,-1
NC(=O)NC(=O)CSc1nc(C2CCCCC2)n(-c2ccccc2)n1,2,-1,-4,-1,-2,7,-6,0,-4
CCn1c(CC(=O)Nc2ccc(F)cc2)nnc1SCC(=O)N1CCOCC1,10,5,6,6,-2,4,4,-3,9
CN(CC(=O)Nc1ccc(Cl)c(C(F)(F)F)c1)C(=O)Cc1ccsc1,7,-1,-8,-6,11,5,-8,-5,-8
COc1ccc(O)c(C(=O)c2cnc3c(c2)c(=O)[nH]c(=O)n3C)c1,5,3,3,-3,-5,2,3,0,-2
CCN(CC)CCNC(=O)c1ccc(Cl)c(S(=O)(=O)Nc2ccccc2OC)c1,-2,7,0,2,-5,1,0,-2,4
CC1CCCC(C)N1C(=O)COc1ccc(C(=O)Nc2ccccc2N2CCOCC2)cc1 (stereo not given),3,5,-3,-3,-3,3,-1,0,4
CC(=O)N1c2ccc(S(=O)(=O)N3CCCC(C(=O)Nc4cccc(F)c4)C3)cc2CC1C (stereo not given),2,7,-2,0,-1,2,3,0,0
CCC1CCCCN1CCCNC(=O)c1ccc2c(c1)N(Cc1ccc(F)cc1)C(=O)c1ccccc1S2=O (stereo not given),0,1,-6,-4,0,-2,-2,1,-3
CC(C)NC(=O)N(C)C[C@H]1Oc2c(NC(=O)Nc3ccccc3)cccc2C(=O)N([C@H](C)CO)C[C@@H]1C,2,7,·,·,2,3,·,3,·
CC(C)=CCC[C@](C)(O[C@@H]1O[C@H](CO[C@@H]2OC[C@H](O[C@@H]3OC[C@@H](O)[C@H](O)[C@H]3O)[C@H](O)[C@H]2O)[C@@H](O)[C@H](O)[C@H]1O)C1CC[C@]2(C)C1[C@H](O)CC1[C@@]3(C)CC[C@H](O)C(C)(C)C3[C@@H](O)C[C@]12C (stereo not given in full),2,7,·,·,2,2,·,2,·

# Later entries.
SMILES,PAFAH1B2 FP inh,PAFAH1B3 FP inh,PME-1 inh,LYPLA1 inh,PAFAH2 inh,pPAFAH inh,GSTO1 inh,PAD4 FP inh,LYPLA2 counter
N#CCCCN1C(=O)C(O)(CC(=O)c2ccc3c(c2)OCCO3)c2ccccc21 (stereo not given),3,8,-1,1,-4,3,12,-2,0
CCCCCCC(=O)N/N=C/c1ccc(Br)cc1,3,-1,-12,-3,-1,5,2,-2,13
CCN1C(=O)[C@H]2[C@H]3CN=C(SCc4ccc(C#N)cc4)N3[C@@](CC)(C(=O)OC)[C@H]2C1=O,21,6,·,·,2,3,·,0,·
CC(NC(=O)c1ccccc1F)c1nnc(SCC(=O)Nc2nnc(C3CC3)s2)n1C (stereo not given),6,2,4,5,6,1,6,-11,8
O=C(Nc1ccc2c(c1)OCO2)N1CCN(Cc2ccco2)CC1,-2,5,-6,-1,4,7,1,-1,6
CC1(C)C2([N+](=O)[O-])CN3CC1([N+](=O)[O-])CN(C2)C3c1ccc(O)c(O)c1 (stereo not given),9,-11,-4,-1,-6,3,22,5,0
COc1cccc(Cn2nnc(C(=O)NCc3ccccc3Cl)c2N)c1,3,-1,5,3,5,4,-3,0,9
c1cc2c3c(cccc3c1)C(N1CCOCC1)=N2,·,·,1,0,·,4,10,3,1
NC(=O)c1ccc2c(c1)S(=O)(=O)c1ccccc1C2=O,3,9,9,2,-10,4,-2,-5,2
Cc1cccc(NC(=O)CSc2cc(C(=O)c3nccn3C)c3ccccc3n2)c1,-1,-4,3,1,0,3,4,-6,4
O=C(CN1C(=O)NC2(CCCCCC2)C1=O)Nc1cccc(F)c1,7,4,1,-3,8,-1,·,-6,2
COCCCNC(=O)CN(c1cc(OC)ccc1OC)S(=O)(=O)c1ccccc1,0,9,3,1,-2,-1,3,2,4
CSc1ccccc1NC(=O)CN(C)C(=O)C1CC(=O)N(C(C)c2ccccc2)C1 (stereo not given),6,5,5,2,0,5,·,-1,-1
O=C(CSc1nnnn1-c1ccc2c(c1)OCCO2)N1CCN(C(=O)c2ccco2)CC1,-1,5,5,0,-2,2,11,-5,0
Cc1cccc(C)c1NC(=O)C1CC2CCC1C2 (stereo not given),5,7,1,-3,5,-10,-4,-5,-7
O=C1CC(NNC(=O)c2ccc(Br)cc2)C(=O)N1 (stereo not given),0,-6,4,2,6,-1,0,3,2
Cc1ccc(NC(=O)CCC(=O)c2cc(C)sc2C)nc1,6,11,2,0,11,10,8,-2,4
O=C(Nc1cccc2ncccc12)c1ccc(Br)c([N+](=O)[O-])c1,-1,-5,-3,-3,7,4,8,-3,33*
O=C(CN1CCC(O)(c2ccc3c(c2)OCO3)CC1)NC1CCCCC1,5,2,-4,0,4,3,1,0,6
CC(Sc1ccc(Cl)cc1)C(=O)NNC(=O)c1ccccc1O (stereo not given),28*,2,4,-1,25,10,-4,-4,8
CC(=O)c1ccc(N2C(=NC(=O)C3CCCO3)SC3CS(=O)(=O)CC32)cc1 (stereo not given),4,5,0,3,0,-1,6,-2,4
Cc1ccc2cccc(Oc3ncnc4scc(-c5ccccc5)c34)c2n1,5,2,-3,-4,-2,5,-2,-3,-6
COc1ccc(C(=O)OCC(=O)NC(=O)NC2CCCC2)cc1OC,-4,9,3,0,30*,-3,·,0,-4
CC(=O)Oc1cc(C(C)C)c(OCCN(C)C)cc1C,8,6,0,-2,-3,1,2,-1,1
C=C(C)c1cccc(C(C)(C)NC(=O)N2CCN(c3ccccc3OC)CC2)c1,-4,-1,-1,6,-12,9,4,-1,3
CCC(=O)N1CCc2cc(S(=O)(=O)CCC(=O)NCc3ccc4c(c3)OCO4)ccc21,6,2,5,1,2,7,4,-2,3

# Screening results from PubChem.
